Screening results deposited in PubChem BioAssay by The Scripps Research Institute Molecular Screening Center.
PAD4 inh: inhibitors of human PAD4 | recombinant PAD4, RCA probe fluorescence polarization | Q9UM07 | hit rate 0.41% among 330,000 | AID 485272 | inhibition, % at 6.36 µM;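 active = percent inhibition above a cutoff equal to the mean of all tested compounds plus 3 SD, cut at about 15% in these data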;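 note: 0% = PAD4 with RCA probe and DMSO and 100% = probe without PAD4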
Target sequence (Q9UM07 whole entry, looked up): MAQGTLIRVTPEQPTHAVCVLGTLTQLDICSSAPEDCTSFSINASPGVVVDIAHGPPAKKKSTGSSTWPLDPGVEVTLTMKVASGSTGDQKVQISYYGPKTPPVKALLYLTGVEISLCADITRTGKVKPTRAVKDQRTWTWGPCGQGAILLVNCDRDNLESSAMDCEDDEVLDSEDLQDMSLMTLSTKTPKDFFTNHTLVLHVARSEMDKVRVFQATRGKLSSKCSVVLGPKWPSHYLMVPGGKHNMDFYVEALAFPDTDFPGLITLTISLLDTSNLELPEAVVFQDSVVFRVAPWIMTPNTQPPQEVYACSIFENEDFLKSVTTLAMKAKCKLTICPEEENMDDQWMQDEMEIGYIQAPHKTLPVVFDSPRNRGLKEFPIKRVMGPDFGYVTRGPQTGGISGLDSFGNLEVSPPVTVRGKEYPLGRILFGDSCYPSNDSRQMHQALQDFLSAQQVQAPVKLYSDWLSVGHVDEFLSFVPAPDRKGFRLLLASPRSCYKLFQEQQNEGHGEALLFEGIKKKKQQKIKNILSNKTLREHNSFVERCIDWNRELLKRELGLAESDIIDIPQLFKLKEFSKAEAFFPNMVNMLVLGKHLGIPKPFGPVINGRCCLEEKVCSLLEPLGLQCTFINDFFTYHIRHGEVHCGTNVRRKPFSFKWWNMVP
PAFAH1B3 FP inh: blocks human PAF acetylhydrolase 1B catalytic subunit 3; Q15102; recombinant PAFAH1B3, FP-rhodamine probe, fluorescence polarization; inhibition, % at 3.39 µM; hit rate 0.28% among 340,000;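 active = inhibition above the screen-wide average of all tested compounds plus 3 SD, cut at about 25% in these data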;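 note: 0% = enzyme with DMSO only and 100% = wells lacking PAFAH1B3 protein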
EBNA-1 inh: blocks EBNA-1 binding to DNA; EBNA-1 DNA binding, fluorescence polarization; inhibition, % at 14.8 µM; hit rate 0.34% among 300,000; AID 1950; in the data active = inhibition above about 28%
PAFAH2 FP inh: inhibitors of human PAFAH2; recombinant PAFAH2, FP-rhodamine activity probe, fluorescence polarization; inhibition, % at 3.39 µM; hit rate 0.99% among 340,000;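 active = inhibition above the mean over all tested compounds plus 3 SD, cut at about 30% in these data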;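 note: inhibitors block probe labeling of enzyme so polarization drops; 0% = enzyme with DMSO and 100% = wells lacking PAFAH2 protein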
ZTA DNA inh: blocks Epstein-Barr virus ZTA, an EBNA-1 counter-screen; inhibition, % at 11 µM; ZTA-DNA binding, fluorescence polarization; P03206; hit rate 0.15% among 320,000; AID 2234; in the data active = inhibition above about 33%
GSTO1 inh: counter-screen for RBBP9 inhibitors: inhibitors of human GSTO1; P78417; recombinant GSTO1, activity-based probe fluorescence polarization; inhibition, % at 5.96 µM; hit rate 1.1% among 300,000;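 active = inhibition above the campaign mean inhibition plus 3 SD, cut at about 35% in these data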;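 note: 0% = GSTO1-1 with DMSO and 100% = wells lacking GSTO1-1 enzyme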
PREPL inhibitor: inhibitors of human prolyl oligopeptidase-like enzyme PREPL; Q4J6C6; recombinant PREPL, fluorescence polarization activity-based probe; inhibition, % at 5.96 µM; hit rate 0.68% among 320,000; AID 2751; in the data active = inhibition above about 43%;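 note: 0% = enzyme with DMSO and 100% = wells lacking enzyme; many of its hits are not listed in these tables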
LYPLA2 counter: LYPLA2 (human) inhibition in PME1 counter-screen; O95372; inhibition, % at 5.9 µM; recombinant LYPLA2, FP-Rh probe fluorescence polarization; hit rate 0.38% among 320,000;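 active = inhibition above the screen-wide mean plus 3 SD, limit set per campaign, cut at about 26% in these data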;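 note: 0% = LYPLA2 with DMSO and 100% = wells lacking LYPLA2 enzyme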
Target sequence (O95372 whole entry, looked up): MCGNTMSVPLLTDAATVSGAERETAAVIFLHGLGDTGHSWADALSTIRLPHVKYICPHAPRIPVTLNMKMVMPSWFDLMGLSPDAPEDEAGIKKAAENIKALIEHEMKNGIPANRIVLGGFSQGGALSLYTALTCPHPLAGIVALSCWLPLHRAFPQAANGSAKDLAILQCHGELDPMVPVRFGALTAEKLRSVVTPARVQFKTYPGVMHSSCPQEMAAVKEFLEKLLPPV
LYPLA1 counter: LYPLA1 (human) inhibition in PME1 counter-screen; O75608; inhibition, % at 5.9 µM; recombinant LYPLA1, FP-Rh probe fluorescence polarization; AID 2174; hit rate 0.16% among 320,000;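 active = inhibition above the mean of all tested compounds plus 3 SD, set per campaign, cut at about 14% in these data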;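 note: inhibitors block serine hydrolase probe labeling of LYPLA1 so polarization falls; 0% = enzyme with DMSO and 100% = wells lacking LYPLA1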
Target sequence (O75608 whole entry, looked up): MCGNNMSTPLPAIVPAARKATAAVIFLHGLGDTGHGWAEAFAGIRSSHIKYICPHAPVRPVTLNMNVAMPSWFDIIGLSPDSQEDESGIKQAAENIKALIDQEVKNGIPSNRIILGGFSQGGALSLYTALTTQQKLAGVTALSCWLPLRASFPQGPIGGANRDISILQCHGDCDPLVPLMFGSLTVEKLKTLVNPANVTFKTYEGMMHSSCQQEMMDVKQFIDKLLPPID
Active calls of the source: *; / = no result given. Some of the compounds tested; the hit share may differ from the screen's.

| SMILES | PAD4 inh | PAFAH1B3 FP inh | EBNA-1 inh | PAFAH2 FP inh | ZTA DNA inh | GSTO1 inh | PREPL inhibitor | LYPLA2 counter | LYPLA1 counter |
| --- | --- | --- | --- | --- | --- | --- | --- | --- | --- |
| Nc1nnc(-c2cn(-c3ccccc3)nc2-c2ccccc2)o1 | -3 | 3 | 7 | 2 | -3 | -5 | 2 | 2 | -1 |
| Cc1onc(-c2ccccc2)c1C(=O)Nc1ccc2c(C)cc(=O)oc2c1 | -3 | 2 | 3 | 5 | -1 | -4 | 9 | 0 | 0 |
| Cc1ccccc1C(=O)Nc1ccccc1N1CCN(C(=O)c2ccccc2)CC1 | -3 | 5 | 6 | 2 | 20 | 1 | 8 | -6 | -2 |
| CCOC(=O)C1=C(COC(=O)CCOc2ccccc2)NC(=O)NC1C (stereo not drawn) | -5 | 5 | / | -2 | -4 | / | -1 | 0 | 0 |
| COCCN(Cc1cc2cc(C)ccc2[nH]c1=O)S(=O)(=O)c1ccc(Cl)cc1 | -1 | 16 | -1 | 1 | -2 | 1 | -6 | 0 | 3 |
| O=C1N[C@@H](Cc2cn(S(=O)(=O)c3ccccc3)c3ccccc23)C(=O)N[C@H]1Cc1ccccc1 | 0 | -9 | 8 | -10 | 12 | -4 | -3 | -1 | 2 |
| COc1cc(C(C#N)N2CCOCC2)ccc1O (stereo not drawn) | 0 | 6 | -4 | -4 | 0 | 5 | 7 | 0 | -3 |
| Cn1c(C(=O)N2CCCC(C(=O)NCc3ccc4c(c3)OCO4)C2)cc2sccc21 (stereo not drawn) | 1 | 5 | 7 | -4 | -9 | 6 | -34 | -3 | -2 |
| C=C(C)c1cc2c(ccc3ccc(=O)oc32)o1 | -9 | -4 | / | 4 | / | / | -11 | / | / |
| COCCOC(=O)c1c(C)oc2ccc(OC(=O)c3ccco3)cc12 | 4 | 17 | 5 | 6 | 3 | 1 | 14 | -5 | -4 |
| O=S(=O)(Nc1cccc(-c2cn3cccnc3n2)c1)c1ccc(-c2ccccc2)cc1 | -7 | -32 | -11 | -44 | 1 | -104 | -81 | -47 | -44 |
| CN(CC(O)CN)CC(O)CN1CCCCC1 (stereo not drawn) | 0 | 8 | 3 | -2 | 6 | 2 | -3 | -4 | 0 |
| O=C(COc1ccc(Cl)cc1Cl)Nc1nc2n(n1)C(c1ccccc1)CC(=O)N2 (stereo not drawn) | 1 | -8 | 2 | 8 | -4 | 1 | 4 | -1 | -2 |
| CC1CCc2c(sc3ncn(N)c(=N)c23)C1 (stereo not drawn) | -5 | 0 | 8 | -2 | -4 | -1 | 6 | 1 | 1 |
| CCCn1c(=O)c2ccccc2n2c(=S)[nH]nc12 | 0 | 0 | 0 | 8 | 12 | 5 | 1 | -3 | -3 |

| SMILES | PAD4 inh | PAFAH1B3 FP inh | EBNA-1 inh | PAFAH2 FP inh | ZTA DNA inh | GSTO1 inh | PREPL inhibitor | LYPLA2 counter | LYPLA1 counter |
| --- | --- | --- | --- | --- | --- | --- | --- | --- | --- |
| CCCCn1c(N)c(N(CC(C)C)C(=O)c2ccncc2)c(=O)[nH]c1=O | 0 | 4 | -9 | 0 | 5 | 5 | -1 | 6 | 3 |
| COc1cc(-c2nnc(SCC(=O)N(C)C3CCS(=O)(=O)C3)o2)cc(OC)c1OC (stereo not drawn) | -2 | 11 | -6 | 6 | -7 | 0 | 11 | -3 | 0 |
| O=C(CNC(=O)[C@@H]1Cc2ccccc2CN1)NC1CCCCC1 | 2 | 3 | 2 | 21 | -2 | 0 | -2 | 2 | 1 |
| CCOC(=O)c1ccc(N2C(=O)CC(N3CCC(Nc4ccc(F)cc4)CC3)C2=O)cc1 (stereo not drawn) | -2 | 2 | 8 | 2 | 9 | 10 | 8 | 7 | 2 |
| COc1ccc(C(C(=O)NC2CCCC2)N(C(=O)c2snc(-c3ccc(F)cc3)c2N)c2ccccc2)cc1 (stereo not drawn) | -2 | 1 | 11 | 7 | 1 | 0 | 5 | 0 | -2 |
| Cc1ccc(S(=O)(=O)N(C)c2ccc(OCC(=O)OCc3c(C)noc3C)cc2)cc1 | -5 | -3 | -10 | -5 | 4 | 0 | 14 | 6 | 1 |
| CC(C)c1cc(C(=O)Nc2cc(Br)ccc2O)no1 | -1 | 1 | -10 | 28 | 0 | 4 | 4 | 0 | 1 |
| CCOc1ccc(CCNC(=O)Cn2nc(C)c3c(C)n(-c4ccccc4)nc3c2=O)cc1OCC | 3 | 7 | 11 | 0 | 6 | -2 | 9 | 12 | 2 |
| COc1ccccc1OCC(=O)N1CC2(C)CC1CC(C)(C)C2 (stereo not drawn) | -2 | 8 | -17 | 9 | 2 | -10 | -2 | 2 | 0 |
| Cn1cc([N+](=O)[O-])c(C(=O)NNC(=O)c2ccc([N+](=O)[O-])cc2Cl)n1 | -4 | 4 | 6 | 1 | 21 | 2 | 4 | 5 | -2 |
| c1ccc(CC2CCN(Cc3nc(-c4ccccc4)no3)CC2)cc1 | 2 | 3 | -5 | -2 | -10 | -7 | -23 | -1 | -1 |
| NC(=O)CSc1nc2ccc([N+](=O)[O-])cc2[nH]1 | -2 | 13 | 7 | -1 | 9 | 4 | -8 | 0 | -1 |
| Cc1cc(-c2c(C)[nH]n(-c3ccccc3)c2=O)n(-c2ccccc2)n1 | 1 | 3 | 6 | 2 | -9 | 14 | 14 | 1 | -4 |
| CCOCCCN(C(=O)CNC(=O)c1ccco1)C(C(=O)NC1CCCC1)c1cccc(OC)c1 (stereo not drawn) | -5 | -3 | -4 | -3 | 6 | -1 | 0 | -2 | -2 |
| CCc1cc(=O)oc2cc(C)cc(OC(C)C(=O)NCCN3CCOCC3)c12 (stereo not drawn) | -4 | 8 | 2 | -4 | 4 | -5 | 10 | 3 | -1 |

Taken from the listing (15 entries):
| SMILES | PAD4 inh | PAFAH1B3 FP inh | EBNA-1 inh | PAFAH2 FP inh | ZTA DNA inh | GSTO1 inh | PREPL inhibitor | LYPLA2 counter | LYPLA1 counter |
| --- | --- | --- | --- | --- | --- | --- | --- | --- | --- |
| O=C(COc1ccc(Cl)cc1Cl)Nc1nc2n(n1)C(c1ccccc1)CC(=O)N2 (stereo not drawn) | 1 | -8 | 2 | 8 | -4 | 1 | 4 | -1 | -2 |
| CC1CCc2c(sc3ncn(N)c(=N)c23)C1 (stereo not drawn) | -5 | 0 | 8 | -2 | -4 | -1 | 6 | 1 | 1 |
| CCCn1c(=O)c2ccccc2n2c(=S)[nH]nc12 | 0 | 0 | 0 | 8 | 12 | 5 | 1 | -3 | -3 |
| CCCCn1c(N)c(N(CC(C)C)C(=O)c2ccncc2)c(=O)[nH]c1=O | 0 | 4 | -9 | 0 | 5 | 5 | -1 | 6 | 3 |
| COc1cc(-c2nnc(SCC(=O)N(C)C3CCS(=O)(=O)C3)o2)cc(OC)c1OC (stereo not drawn) | -2 | 11 | -6 | 6 | -7 | 0 | 11 | -3 | 0 |
| O=C(CNC(=O)[C@@H]1Cc2ccccc2CN1)NC1CCCCC1 | 2 | 3 | 2 | 21 | -2 | 0 | -2 | 2 | 1 |
| CCOC(=O)c1ccc(N2C(=O)CC(N3CCC(Nc4ccc(F)cc4)CC3)C2=O)cc1 (stereo not drawn) | -2 | 2 | 8 | 2 | 9 | 10 | 8 | 7 | 2 |
| COc1ccc(C(C(=O)NC2CCCC2)N(C(=O)c2snc(-c3ccc(F)cc3)c2N)c2ccccc2)cc1 (stereo not drawn) | -2 | 1 | 11 | 7 | 1 | 0 | 5 | 0 | -2 |
| Cc1ccc(S(=O)(=O)N(C)c2ccc(OCC(=O)OCc3c(C)noc3C)cc2)cc1 | -5 | -3 | -10 | -5 | 4 | 0 | 14 | 6 | 1 |
| CC(C)c1cc(C(=O)Nc2cc(Br)ccc2O)no1 | -1 | 1 | -10 | 28 | 0 | 4 | 4 | 0 | 1 |
| CCOc1ccc(CCNC(=O)Cn2nc(C)c3c(C)n(-c4ccccc4)nc3c2=O)cc1OCC | 3 | 7 | 11 | 0 | 6 | -2 | 9 | 12 | 2 |
| COc1ccccc1OCC(=O)N1CC2(C)CC1CC(C)(C)C2 (stereo not drawn) | -2 | 8 | -17 | 9 | 2 | -10 | -2 | 2 | 0 |
| Cn1cc([N+](=O)[O-])c(C(=O)NNC(=O)c2ccc([N+](=O)[O-])cc2Cl)n1 | -4 | 4 | 6 | 1 | 21 | 2 | 4 | 5 | -2 |
| c1ccc(CC2CCN(Cc3nc(-c4ccccc4)no3)CC2)cc1 | 2 | 3 | -5 | -2 | -10 | -7 | -23 | -1 | -1 |
| NC(=O)CSc1nc2ccc([N+](=O)[O-])cc2[nH]1 | -2 | 13 | 7 | -1 | 9 | 4 | -8 | 0 | -1 |

Remaining list, next part:
| SMILES | PAD4 inh | PAFAH1B3 FP inh | EBNA-1 inh | PAFAH2 FP inh | ZTA DNA inh | GSTO1 inh | PREPL inhibitor | LYPLA2 counter | LYPLA1 counter |
| --- | --- | --- | --- | --- | --- | --- | --- | --- | --- |
| COc1ccc(-c2c3c(=O)n(C)c(=O)n(C)c3cn2-c2cc(OC)ccc2OC)cc1 | 5 | 3 | 5 | 4 | -5 | 5 | 16 | 2 | 5 |
| CC(CC(=O)N1CCN(S(=O)(=O)c2ccc(Cl)cc2)CC1)n1cncn1 (stereo not drawn) | -2 | 6 | 8 | -5 | 2 | 10 | -6 | 6 | 2 |
| COc1ccc(N(CC(=O)NC(C)(C)C)C(=O)CCC(=O)Nc2nccs2)c(OC)c1 | -6 | 10 | 1 | -2 | 2 | 1 | -1 | 2 | 5 |
| CCn1c(COc2cccc(C)c2)nnc1SCC(=O)N1CCCC1 | 2 | 7 | 7 | -2 | 13 | 5 | 4 | -1 | -2 |
| C=CCn1c(CNC(=O)c2cccs2)nnc1SCC(=O)c1ccc(Br)cc1 | -8 | 9 | 3 | 8 | 5 | 35 | -34 | 2 | 3 |
| COC(=O)/C=C1/SC(=NC(=O)c2ccc(Cl)cc2)NC1=O | -6 | 8 | 7 | 2 | 19 | 0 | 3 | 5 | -1 |
| COc1cc(C(C(=O)NC(C)(C)C)N(C(=O)CNC(=O)c2cccs2)c2ccccc2)cc(OC)c1OC (stereo not drawn) | -9 | -2 | -10 | 11 | -3 | -6 | 8 | -5 | -1 |
| CCC(C)NS(=O)(=O)c1ccc(OCC(=O)NCC2CCCO2)cc1 (stereo not drawn) | 2 | -1 | -9 | 6 | -5 | 2 | -7 | -6 | -1 |
| Cc1sc(NC(=O)CCS(=O)(=O)c2ccccc2)c(C#N)c1C | -2 | 3 | 4 | 3 | 2 | 8 | -3 | 2 | 1 |
| O=C(NCCCNC(=O)c1ccco1)c1ccc(Cl)cc1 | -7 | -1 | -6 | -8 | 12 | -5 | 0 | 0 | 1 |
| COc1cc(/C=N/Nc2snc(SC)c2C#N)cc(OC)c1OC | 4 | 4 | 0 | -8 | 4 | -2 | 9 | 2 | -3 |
| COc1ccc(C(=O)N2c3ccc(F)cc3CCC2C)cc1OC (stereo not drawn) | 7 | 1 | 5 | 4 | 8 | 5 | -3 | -6 | -3 |
| CC(=O)c1c(C)[nH]c(C(=O)OC(C)C(=O)Nc2ccc(C)c(S(=O)(=O)N3CCOCC3)c2)c1C (stereo not drawn) | -3 | -1 | / | 2 | 3 | / | 0 | -5 | -7 |
| O=Cc1c(N2CCC3(CC2)OCCO3)nc2ccccn2c1=O | -3 | 3 | -1 | 0 | -15 | -4 | -2 | -1 | 3 |
| Cc1ccsc1C(=O)N/N=C/C=C/c1ccccc1[N+](=O)[O-] | 4 | 3 | -8 | 15 | -4 | 8 | 20 | 8 | -2 |
| Cc1cccc(OCC(=O)Nc2nnc(S(=O)(=O)N3CCC(C)CC3)s2)c1 | -2 | 4 | 9 | 1 | 8 | -36 | 1 | -7 | -3 |
| CCCCn1c(SCC(=O)NCc2ccco2)nc2cc(S(N)(=O)=O)ccc21 | -2 | 6 | -12 | 1 | -4 | 8 | 0 | -6 | -1 |
| CCC(=O)N1CCN(c2ccccc2NC(=O)COc2cc(C)ccc2C(C)C)CC1 | 1 | 8 | -3 | 1 | -5 | -6 | -16 | 3 | 2 |
